MsrA inh – inhibitors of bovine MsrA | AID 651718 | inhibition, % at 15.5 µM | 360,000 compounds, 0.75% hits | purified bovine MsrA, absorbance read-out; in the data active means inhibition above about 4.5%;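 further: 0% = vehicle wells with enzyme and 100% = reference inhibitor wells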
FAS TE block – FAS thioesterase (human) inhibition; P49327; recombinant FAS-TE, OMFH fluorogenic substrate, fluorescence endpoint; inhibition, % at 15 µM; 360,000 compounds, 0.67% hits; AID 602261;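 active means compounds whose normalised, plate-corrected inhibition of enzyme fluorescence in the single-dose primary screen is 50% or more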;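 further: 0% = DMSO with enzyme and 100% = substrate without enzyme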
bovine MsrA act – bovine methionine sulfoxide reductase A activation; purified bovine MsrA, absorbance read-out; activation, % at 10.6 µM; 360,000 compounds, 0.3% hits; in the data active means activation above about 7.5%;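 further: 0% = vehicle and 100% = reference activator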
Neddyl block – blocks human cullin neddylation; TR-FRET cullin neddylation, biochemical; calls only at 25 µM; 360,000 compounds, 0.58% hits; P61081+Q13564; in the data active means inhibition above about 36%
MT1-MMP act inh – inhibitors of human MT1-MMP activation | HT1080 RFP-PRO-GFP cells, GFP/RFP ratio fluorescence, overnight; percent of plate control window, DMSO zero | P50281 | 360,000 compounds, 0.061% hits | GFP/RFP ratio change, % at 20 µM;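 active means GFP/RFP ratio change of at least 30% with cell ATP level not reduced by more than half and red fluorescence within 50% of control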; further: strong numbers were not always called active
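Assay system: HT1080 cells carrying an RFP-PRO-GFP reporter | Dosing: Single dose of 20 µM compound, 1% DMSO final | Incubation: Cells overnight before dosing, compound overnight, 37 °C, 5% CO2 | Evaluation: GFP/RFP fluorescence ratio | Control set: DMSO and RFP-L50D-GFP cell wells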
Rin1 Abl inh – human Rin1-Abl interaction inhibition; P00519+Q13671; TR-FRET Rin1/Abl binding, biochemical; inhibition, % at 7.35 µM; 360,000 compounds, 0.4% hits; in the data active means inhibition above about 5%, passing the limit was not always enough
Target sequence (P00519 whole entry, looked up): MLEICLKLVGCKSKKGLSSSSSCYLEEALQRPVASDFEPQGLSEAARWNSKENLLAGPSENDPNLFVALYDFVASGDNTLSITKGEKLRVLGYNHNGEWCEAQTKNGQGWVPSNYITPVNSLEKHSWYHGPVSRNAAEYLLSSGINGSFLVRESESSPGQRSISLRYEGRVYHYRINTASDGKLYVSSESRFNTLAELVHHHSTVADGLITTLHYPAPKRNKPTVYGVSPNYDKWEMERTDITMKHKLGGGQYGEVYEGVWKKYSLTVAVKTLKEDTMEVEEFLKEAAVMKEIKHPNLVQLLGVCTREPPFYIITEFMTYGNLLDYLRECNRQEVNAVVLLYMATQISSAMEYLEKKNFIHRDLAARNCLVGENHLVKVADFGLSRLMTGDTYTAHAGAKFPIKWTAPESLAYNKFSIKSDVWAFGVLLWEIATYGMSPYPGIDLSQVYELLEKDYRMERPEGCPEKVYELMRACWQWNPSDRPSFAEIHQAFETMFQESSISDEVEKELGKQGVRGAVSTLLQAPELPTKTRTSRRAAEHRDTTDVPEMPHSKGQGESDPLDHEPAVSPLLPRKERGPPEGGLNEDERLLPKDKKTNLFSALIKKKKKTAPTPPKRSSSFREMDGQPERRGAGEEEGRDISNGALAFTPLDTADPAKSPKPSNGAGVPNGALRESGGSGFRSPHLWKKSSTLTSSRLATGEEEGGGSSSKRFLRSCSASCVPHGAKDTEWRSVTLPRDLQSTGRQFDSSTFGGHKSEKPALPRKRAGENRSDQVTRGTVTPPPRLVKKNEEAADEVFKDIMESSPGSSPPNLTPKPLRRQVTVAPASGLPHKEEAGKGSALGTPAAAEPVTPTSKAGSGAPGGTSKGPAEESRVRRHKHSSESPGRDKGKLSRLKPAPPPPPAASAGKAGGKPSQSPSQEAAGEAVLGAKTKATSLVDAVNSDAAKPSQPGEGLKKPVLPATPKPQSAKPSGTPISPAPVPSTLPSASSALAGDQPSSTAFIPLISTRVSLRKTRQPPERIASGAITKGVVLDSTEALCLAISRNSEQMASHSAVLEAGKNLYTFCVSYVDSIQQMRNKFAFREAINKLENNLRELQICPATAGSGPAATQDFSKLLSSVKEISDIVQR
Target sequence (Q13671 whole entry, looked up): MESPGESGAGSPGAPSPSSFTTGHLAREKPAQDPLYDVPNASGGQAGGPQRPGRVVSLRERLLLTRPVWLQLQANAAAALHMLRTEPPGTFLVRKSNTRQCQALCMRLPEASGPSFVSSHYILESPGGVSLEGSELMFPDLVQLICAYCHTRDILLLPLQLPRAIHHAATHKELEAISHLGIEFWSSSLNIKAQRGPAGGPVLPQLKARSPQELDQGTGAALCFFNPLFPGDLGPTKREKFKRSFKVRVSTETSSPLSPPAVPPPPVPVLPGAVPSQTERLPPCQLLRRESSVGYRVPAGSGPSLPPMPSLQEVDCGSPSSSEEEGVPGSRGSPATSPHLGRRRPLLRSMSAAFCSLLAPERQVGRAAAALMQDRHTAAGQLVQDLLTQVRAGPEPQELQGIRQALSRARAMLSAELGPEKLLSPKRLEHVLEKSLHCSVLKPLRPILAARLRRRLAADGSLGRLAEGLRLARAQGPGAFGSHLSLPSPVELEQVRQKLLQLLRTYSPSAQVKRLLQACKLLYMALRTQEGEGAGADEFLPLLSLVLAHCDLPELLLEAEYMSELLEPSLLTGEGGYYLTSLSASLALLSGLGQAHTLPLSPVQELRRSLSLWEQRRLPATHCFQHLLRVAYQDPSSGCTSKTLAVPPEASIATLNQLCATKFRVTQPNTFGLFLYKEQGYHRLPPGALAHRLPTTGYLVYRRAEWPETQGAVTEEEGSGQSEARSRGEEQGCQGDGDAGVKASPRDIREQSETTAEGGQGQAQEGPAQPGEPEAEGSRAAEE
NRP1-CendR mod – modulators of CendR peptide binding to human neuropilin-1. 360,000 compounds, 0.85% hits. FAM-RPARPAR peptide binding to NRP-1, fluorescence polarization. O14786. inhibition, % at 25 µM;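 active means inhibition or corrected inhibition above about 18%, plus a signal ratio from 0.5 to 1.5, limit read from the data, passing the limit was not always enough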; further: strong numbers were not always called active
SKN-1 block – inhibitors of C. elegans SKN-1; AID 624304; inhibition, % at 21.8 µM; C. elegans VP596 Pgst-4::GFP/RFP ratio, acrylamide-induced, 24 h; 360,000 compounds, 0.49% hits;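 active means interference check ratio from 0.5 to 1.5 plus GFP to RFP signal ratio inhibition reaching or exceeding a fixed threshold, cut at about 30% in these data, passing the limit was not always enough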; further: some compounds called inactive have numbers as strong as hits
E coli Lon inh – inhibits E. coli Lon protease; P0A9M0; purified E. coli Lon protease, fluorescence polarization; inhibition, % at 7.94 µM; 360,000 compounds, 0.42% hits; in the data active means inhibition above about 13%, passing the limit was not always enough;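 further: 0% = enzyme with probe and DMSO and 100% = no enzyme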
An asterisk follows results filed as active.

Cc1cc(C)n(C(=O)CN(C)S(=O)(=O)c2ccc([N+](=O)[O-])cc2)n1 was read as MsrA inh -1.4, FAS TE block 2, bovine MsrA act -9, Neddyl block inactive, MT1-MMP act inh -2, Rin1 Abl inh 0, NRP1-CendR mod 9, SKN-1 block 2 and E coli Lon inh -5.
For C=CCn1c(O)c(N=NC(=S)Nc2ccccc2C)c2cc(S(=O)(=O)N3CCOCC3)ccc21 the results were MsrA inh 1.1, FAS TE block 64*, bovine MsrA act -2, Neddyl block inactive, MT1-MMP act inh 9, Rin1 Abl inh -2, NRP1-CendR mod -14, SKN-1 block 6 and E coli Lon inh 3.
For Cc1c(-c2ccnc3cc(C(=O)O)nn23)cnn1C the results were MsrA inh 1.4, FAS TE block -3, bovine MsrA act -3, MT1-MMP act inh -2, Rin1 Abl inh 3, NRP1-CendR mod 10, SKN-1 block 2 and E coli Lon inh -5.
COc1ccc(NCc2nc3ccccc3n2CCOc2ccccc2)cc1 was read as MsrA inh -0.9, FAS TE block 4, bovine MsrA act -10, Neddyl block inactive, MT1-MMP act inh 5, Rin1 Abl inh -4, NRP1-CendR mod 8, SKN-1 block -4 and E coli Lon inh 1.
C/C(=N\NC(=O)c1nc2ccccn2c1C)c1ccco1 was read as MsrA inh 4.4, FAS TE block -4, bovine MsrA act -3, Neddyl block inactive, MT1-MMP act inh 0, Rin1 Abl inh -3, NRP1-CendR mod -1, SKN-1 block -5 and E coli Lon inh -9.
Cc1cc(C)nc(NC(=O)c2c(F)c(F)c(F)c(C(=O)Nc3cc(C)cc(C)n3)c2F)c1 was read as MsrA inh 1.5, FAS TE block 7, bovine MsrA act 0, Neddyl block inactive, MT1-MMP act inh -18, Rin1 Abl inh 6, NRP1-CendR mod -8, SKN-1 block 1 and E coli Lon inh 1.
`Nc1nc(SCc2cccc([N+](=O)[O-])c2)n[nH]1` gave MsrA inh 1.4, FAS TE block -8, bovine MsrA act -5, Neddyl block inactive, MT1-MMP act inh 2, Rin1 Abl inh 4, NRP1-CendR mod 2, SKN-1 block 13 and E coli Lon inh -7.
`CSc1cccc(NC(=O)CCCn2c(=O)c3cccn3c3cccnc32)c1` gave MsrA inh 1.1, FAS TE block 8, bovine MsrA act -2, Neddyl block inactive, MT1-MMP act inh -1, Rin1 Abl inh 0, NRP1-CendR mod 0, SKN-1 block 15 and E coli Lon inh -1.
`O=C(Nc1ccc(N2CCOCC2)cc1)c1cnsn1` gave MsrA inh 1.1, FAS TE block -9, bovine MsrA act -2, Neddyl block inactive, MT1-MMP act inh -4, Rin1 Abl inh -2, NRP1-CendR mod -2, SKN-1 block -7 and E coli Lon inh -6.
For O=C(c1ccc(OC2CCN(CCO)CC2)cc1)N1CCCC1 the results were FAS TE block -9, bovine MsrA act -6, Neddyl block inactive, MT1-MMP act inh -1, Rin1 Abl inh 2, NRP1-CendR mod 8, SKN-1 block -11 and E coli Lon inh 0.
Screening O=C(NCc1ccco1)/C(=C\c1ccccc1)NC(=O)c1ccccc1 returned MsrA inh 0.0, FAS TE block -6, bovine MsrA act 1, Neddyl block inactive, MT1-MMP act inh -1, Rin1 Abl inh -1, NRP1-CendR mod 1, SKN-1 block 11 and E coli Lon inh 0.
For O=C1CN(O)C=C2N=c3ccccc3=C2N1c1ccc([N+](=O)[O-])cc1 the results were MsrA inh 4.5, FAS TE block 2, bovine MsrA act -4, Neddyl block inactive, MT1-MMP act inh 2, Rin1 Abl inh -2, NRP1-CendR mod 1, SKN-1 block -4 and E coli Lon inh -1.
Screening O=C(NCCCn1ccnc1)/C(=C/c1cccs1)NC(=O)c1ccco1 returned MsrA inh -1.0, FAS TE block -5, bovine MsrA act -2, Neddyl block inactive, MT1-MMP act inh -1, Rin1 Abl inh 0, NRP1-CendR mod 4, SKN-1 block 5 and E coli Lon inh -2.
Screening CCN(CC)C(=O)C1=C(C)NC(=S)NC1c1ccc(C)s1 (stereo not drawn) returned MsrA inh -1.3, FAS TE block -7, bovine MsrA act -4, Neddyl block inactive, MT1-MMP act inh -2, Rin1 Abl inh 4, NRP1-CendR mod 3, SKN-1 block 5 and E coli Lon inh -2.
For CCOC(=O)CSc1[nH]c(=O)cc(C)c1C#N the results were MsrA inh -0.7, FAS TE block -3, bovine MsrA act 1, Neddyl block inactive, MT1-MMP act inh 3, Rin1 Abl inh 3, NRP1-CendR mod -3, SKN-1 block 7 and E coli Lon inh 9.

By substructure, the entries above containing a furan ring, fused or not
C/C(=N\NC(=O)c1nc2ccccn2c1C)c1ccco1 was read as MsrA inh 4.4, FAS TE block -4, bovine MsrA act -3, Neddyl block inactive, MT1-MMP act inh 0, Rin1 Abl inh -3, NRP1-CendR mod -1, SKN-1 block -5 and E coli Lon inh -9.
Screening O=C(NCc1ccco1)/C(=C\c1ccccc1)NC(=O)c1ccccc1 returned MsrA inh 0.0, FAS TE block -6, bovine MsrA act 1, Neddyl block inactive, MT1-MMP act inh -1, Rin1 Abl inh -1, NRP1-CendR mod 1, SKN-1 block 11 and E coli Lon inh 0.
Screening O=C(NCCCn1ccnc1)/C(=C/c1cccs1)NC(=O)c1ccco1 returned MsrA inh -1.0, FAS TE block -5, bovine MsrA act -2, Neddyl block inactive, MT1-MMP act inh -1, Rin1 Abl inh 0, NRP1-CendR mod 4, SKN-1 block 5 and E coli Lon inh -2.

Continuation:
COc1cc(NC(=O)COc2ccc(Cl)cc2)ccc1-c1cc2ccccc2oc1=O was read as MsrA inh 2.6, FAS TE block 23, bovine MsrA act 8, MT1-MMP act inh 1, Rin1 Abl inh 2, NRP1-CendR mod -12, SKN-1 block 25 and E coli Lon inh -14.
`O=c1cc(-c2ccc(O)c(-c3c(O)cc(O)c4c(=O)cc(-c5ccc(O)cc5)oc34)c2)oc2cc(O)cc(O)c12` gave MsrA inh 0.6, FAS TE block 29, bovine MsrA act -6, Neddyl block inactive, MT1-MMP act inh 5, Rin1 Abl inh -2, NRP1-CendR mod -38, SKN-1 block 6 and E coli Lon inh 2.
Cc1cc(Nc2ccc(Cl)cc2)n2ncnc2n1 was read as MsrA inh 0.3, FAS TE block 1, bovine MsrA act -8, Neddyl block inactive, MT1-MMP act inh 4, Rin1 Abl inh -1, NRP1-CendR mod 1, SKN-1 block -3 and E coli Lon inh 5.
For Cn1c(CNC(=O)c2ccc(Cl)cc2)nnc1SCC(=O)N1CCOCC1 the results were MsrA inh -0.6, FAS TE block -4, bovine MsrA act -4, Neddyl block inactive, MT1-MMP act inh -2, Rin1 Abl inh 6, NRP1-CendR mod 4, SKN-1 block -2 and E coli Lon inh -2.
Screening COC(=O)Cc1ccc(NC(=S)NCc2ccccc2)cc1 returned MsrA inh -1.0, FAS TE block -3, bovine MsrA act -6, Neddyl block inactive, MT1-MMP act inh 4, Rin1 Abl inh 3, NRP1-CendR mod 0, SKN-1 block 2 and E coli Lon inh 7.
For COc1ccc(/C=C/c2nnc(NC(=O)C(C)(C)C)s2)cc1 the results were MsrA inh 4.0, FAS TE block 7, bovine MsrA act -2, Neddyl block inactive, MT1-MMP act inh -1, Rin1 Abl inh 2, NRP1-CendR mod 3, SKN-1 block 4 and E coli Lon inh 1.
COC(=O)C1=CN(c2c(C)cc(C)cc2C)C(N)=C(C#N)C1c1cccc(F)c1 (stereo not drawn) was read as MsrA inh -0.6, Neddyl block inactive, MT1-MMP act inh -6, NRP1-CendR mod 6 and SKN-1 block -5.
Cc1cc(C)nc(NC(=O)c2ccc(Cl)cc2Cl)n1 was read as MsrA inh 1.5, FAS TE block -2, bovine MsrA act -3, Neddyl block inactive, MT1-MMP act inh 1, Rin1 Abl inh 2, NRP1-CendR mod -14, SKN-1 block -1 and E coli Lon inh 3.
`COc1ccc(Cl)cc1NC(=S)NCCN1CCOCC1` gave MsrA inh 0.1, FAS TE block -2, bovine MsrA act -3, Neddyl block inactive, MT1-MMP act inh -4, Rin1 Abl inh 1, NRP1-CendR mod -9, SKN-1 block 9 and E coli Lon inh 2.
CC1=NN(c2nc(-c3ccc(C)cc3)cs2)C(=O)C1N=Nc1cccc(O)c1 (stereo not drawn) was read as MsrA inh 0.9, FAS TE block 14, bovine MsrA act -7, Neddyl block inactive, MT1-MMP act inh 10, Rin1 Abl inh 3, NRP1-CendR mod -22, SKN-1 block 7 and E coli Lon inh -6.
COCCCNC(=S)Nc1ccc(OC(F)F)cc1C was read as MsrA inh -1.0, FAS TE block -6, bovine MsrA act -3, Neddyl block inactive, MT1-MMP act inh 0, Rin1 Abl inh 5, NRP1-CendR mod 7, SKN-1 block 5 and E coli Lon inh 5.
For Cc1ccc(C(=O)OCC(=O)Nc2ccc(C)c(S(=O)(=O)N3CCCCC3)c2)o1 the results were MsrA inh 0.8, FAS TE block 4, bovine MsrA act -4, Neddyl block inactive, MT1-MMP act inh 1, Rin1 Abl inh -2, NRP1-CendR mod 12, SKN-1 block 4 and E coli Lon inh -9.
`CCC(=O)Nc1ccc(C(=O)NNC(=O)c2ccc(Cl)cc2)cc1` gave MsrA inh 0.3, FAS TE block -3, bovine MsrA act -10, Neddyl block inactive, MT1-MMP act inh 4, Rin1 Abl inh 1, NRP1-CendR mod 2, SKN-1 block -6 and E coli Lon inh 1.
Screening Cc1ccc(CCNC(=O)c2cccc(N3CCCC3=O)c2)cc1 returned FAS TE block -2, bovine MsrA act -4, Neddyl block inactive, MT1-MMP act inh -1, Rin1 Abl inh 3, NRP1-CendR mod -3, SKN-1 block 6 and E coli Lon inh -12.
O=C(Nc1cccc(C(F)(F)F)c1)N(Cc1ccc(Cl)cc1)CC(O)C(F)(F)F (stereo not drawn) was read as MsrA inh -0.3, FAS TE block -4, bovine MsrA act -2, Neddyl block inactive, MT1-MMP act inh 7, Rin1 Abl inh -4, NRP1-CendR mod -2, SKN-1 block 16 and E coli Lon inh -3.
`COc1ccc(CCNC(=O)COC(=O)c2ccc(Br)o2)cc1` gave MsrA inh 1.4, FAS TE block -8, bovine MsrA act -2, Neddyl block inactive, MT1-MMP act inh 1, Rin1 Abl inh -2, NRP1-CendR mod 0, SKN-1 block 14 and E coli Lon inh 3.
Screening O=C(c1cccnc1)N1CCN(S(=O)(=O)c2ccc(Cl)cc2)CC1 returned MsrA inh -0.5, FAS TE block -4, bovine MsrA act -4, Neddyl block inactive, MT1-MMP act inh 2, Rin1 Abl inh 3, NRP1-CendR mod -4, SKN-1 block -4 and E coli Lon inh 2.
For CN(C)CCC(=O)c1ccc(F)cc1 the results were MsrA inh -0.2, FAS TE block -3, bovine MsrA act -3, Neddyl block inactive, MT1-MMP act inh 3, Rin1 Abl inh -4, NRP1-CendR mod 2, SKN-1 block -4 and E coli Lon inh 4.
Screening O=C(O)c1ccccc1OCc1nc2ccccc2s1 returned MsrA inh -1.1, FAS TE block 12, bovine MsrA act 0, Neddyl block inactive, MT1-MMP act inh -5, Rin1 Abl inh 2, NRP1-CendR mod -4, SKN-1 block 18 and E coli Lon inh -13.
Screening COc1ccc(C(=O)NC(=S)NNC(=O)c2cnccn2)cc1 returned MsrA inh -0.4, FAS TE block -9, bovine MsrA act -3, Neddyl block inactive, MT1-MMP act inh 1, Rin1 Abl inh -2, NRP1-CendR mod 7, SKN-1 block -2 and E coli Lon inh 2.
Screening Cc1cccc2cc(C#N)c(N3CCCC3)nc12 returned MsrA inh 7.7*, FAS TE block -1, bovine MsrA act -4, Neddyl block inactive, MT1-MMP act inh -10, Rin1 Abl inh 1, NRP1-CendR mod -18, SKN-1 block 33* and E coli Lon inh -5.
CCOC(=O)Cn1nc(C)cc1NC(=O)c1ccncc1 was read as MsrA inh -0.4, FAS TE block -3, bovine MsrA act -3, Neddyl block inactive, MT1-MMP act inh 4, Rin1 Abl inh -2, NRP1-CendR mod 9, SKN-1 block 11 and E coli Lon inh -16.
COc1ccccc1C(=O)NCCC(=O)NCC1CCCO1 (stereo not drawn) was read as MsrA inh 0.7, FAS TE block -4, bovine MsrA act -2, Neddyl block inactive, MT1-MMP act inh -2, Rin1 Abl inh 2, NRP1-CendR mod -8, SKN-1 block 2 and E coli Lon inh -4.

From PubChem
